Screening data (PubChem BioAssay)
Rv3671c inh: Rv3671c (M. tuberculosis) protease inhibition; inhibition, % at 5.96 µM; AID 2606; hit rate 0.048% among 320,000; in the data active = inhibition above about 38%;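 also: extracellular domain of Rv3671c used as enzyme; 0% = enzyme with DMSO and 100% = no enzyme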
Mtb UGM inh: Mtb UDP-galactopyranose mutase inhibition; P9WIQ1; purified UGM, fluorescence polarization probe displacement; inhibition, % at 10 µM; hit rate 0.06% among 320,000; in the data active = inhibition above about 10%, passing the limit was not always enough
Target sequence (P9WIQ1 whole entry, looked up): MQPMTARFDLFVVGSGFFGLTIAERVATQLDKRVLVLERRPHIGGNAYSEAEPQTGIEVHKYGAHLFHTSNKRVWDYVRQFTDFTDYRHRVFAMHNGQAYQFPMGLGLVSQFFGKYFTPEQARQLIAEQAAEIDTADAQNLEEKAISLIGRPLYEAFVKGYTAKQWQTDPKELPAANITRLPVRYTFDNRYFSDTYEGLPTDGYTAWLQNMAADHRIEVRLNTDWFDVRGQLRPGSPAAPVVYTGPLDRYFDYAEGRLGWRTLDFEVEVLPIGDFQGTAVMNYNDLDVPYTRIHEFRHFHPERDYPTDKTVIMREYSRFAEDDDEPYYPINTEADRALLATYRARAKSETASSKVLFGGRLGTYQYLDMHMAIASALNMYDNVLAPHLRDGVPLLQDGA
MazF activator: MazEF (E. coli) toxin RNase activation | AID 504720 | FAM/BHQ RNA-DNA oligo cleavage fluorescence, 5 h | P0AE70 | hit rate 0.32% among 350,000 | activation, % at 20 µM; in the data active = activation above about 50%
Target sequence (P0AE70 whole entry, looked up): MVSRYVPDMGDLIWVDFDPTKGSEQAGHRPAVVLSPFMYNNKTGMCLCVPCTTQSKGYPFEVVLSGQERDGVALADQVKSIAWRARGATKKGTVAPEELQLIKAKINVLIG
PriA SSB inh: K. pneumoniae PriA-SSBct interaction inhibition. AlphaScreen SSBct-PriA binding, biotinylated peptide. inhibition, % at 33 µM. hit rate 0.6% among 430,000. AID 1272365; in the data active = inhibition mostly above about 37%, no sharp cut-off; inactive = mostly below about 20%;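 also: plate controls were negative control peptide for no effect and reference peptide for full effect; strong numbers were not always called active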
3CLpro inhibitor: SARS-CoV 3CLpro protease inhibition; hit rate 0.14% among 290,000; inhibition, % at 6 µM; recombinant SARS-CoV 3CLpro, quenched FRET peptide cleavage; AID 1706; P0C6X7; in the data active = inhibition above about 12%
BioA inh: BioA (M. tuberculosis) enzyme inhibition. purified M. tuberculosis BioA enzyme, plate reader. inhibition, % at 9.99 µM. hit rate 0.096% among 360,000; in the data active = inhibition above about 40%
VHR inh abs: inhibitors of human VHR1 phosphatase (DUSP3) | P51452 | recombinant VHR phosphatase, pNPP absorbance | inhibition, % at 13.3 µM | hit rate 0.52% among 290,000; in the data active = inhibition above about 50%; also: some compounds called inactive have numbers as strong as hits
Target sequence (P51452 whole entry, looked up): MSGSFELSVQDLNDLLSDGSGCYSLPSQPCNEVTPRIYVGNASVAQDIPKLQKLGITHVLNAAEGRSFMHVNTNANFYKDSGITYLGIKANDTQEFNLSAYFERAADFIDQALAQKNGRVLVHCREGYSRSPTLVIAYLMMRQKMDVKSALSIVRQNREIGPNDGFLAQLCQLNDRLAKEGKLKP
GDH-TPI counter: inhibits GDH-TPI coupling enzymes, artifact for Mtb FBA screen | AID 588335 | GDH-TPI coupled enzyme counterscreen, NADH absorbance | inhibition, % at 4.8 µM | hit rate 1.2% among 360,000; in the data active = inhibition above about 30%;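 also: 0% = DMSO wells and 100% = wells lacking the enzyme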
FBA Mtb inh: Mtb fructose-bisphosphate aldolase inhibition; P9WQA3; hit rate 2.3% among 360,000; purified M. tuberculosis FBA, fluorescence read-out; inhibition, % at 1 µM; in the data active = inhibition above about 27%;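 also: 0% = vehicle and 100% = reference inhibitor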
BH1578 lux ind: quorum light induction in luxS cqsA deficient V. cholerae | V. cholerae BH1578 lux reporter, luminescence, 6 h | activation, % at 18.7 µM | hit rate 0.16% among 350,000 | AID 588436; in the data active = activation mostly above about 9.7%, no sharp cut-off; also: not every result past the cut was called active; inactives centre near 0; reference of the scale not given here
Numbers without * were called inactive; i = inactive; / = not tested or not shown.

SMILES	Rv3671c inh	Mtb UGM inh	MazF activator	PriA SSB inh	3CLpro inhibitor	BioA inh	VHR inh abs	GDH-TPI counter	FBA Mtb inh	BH1578 lux ind
N/C(=N\OC(=O)CCCc1ccccc1)c1cccnc1	0	4.2	0	/	0	2.0	-10	3	0	4.9
CCOC(=O)C1CCN(S(=O)(=O)c2ccc(OC)c(C(=O)N3CCCCCC3)c2)CC1	7	-0.7	-20	-22	5	-1.0	8	-10	0	-0.4
CC(=O)Nc1ccc(S(=O)(=O)NC(C)c2ccncc2)cc1 (centres undefined)	-4	4.8	3	0	/	0.1	/	-6	0	-0.5
CC(C)CN(C(=O)CSc1nnc(C2CC2)n1-c1ccccc1)C1CCS(=O)(=O)C1 (centres undefined)	-1	-1.1	9	-1	/	0.3	/	1	-2	-5.7
Cc1nnc(NC2=NCCC2)s1	5	-1.0	9	-17	4	-1.6	12	-5	3	-0.8
COc1cc(CN2CCCC(C(=O)c3ccc4c5c(cccc35)CC4)C2)cc(OC)c1O (centres undefined)	5	-3.3	4	4	3	/	30	9	14	-0.3
CCN(CC)CCCC(C)n1c2nc(=O)[nH]c(=O)c-2nc2cc(Cl)ccc21 (centres undefined)	/	/	/	6	/	-187	/	15	-8	i
COc1ccc([C@H]2CC(=O)C=C(c3ccc(OC)c(OC)c3)C2)cc1	-2	3.0	0	-24	/	5.6	/	27	5	0.6
COCC(=O)OCC(=O)Nc1cc([N+](=O)[O-])ccc1Cl	/	/	8	-7	4	/	35	3	1	i
CN(C)S(=O)(=O)c1ccc(N2CCCC2)c(C(=O)N2CCN(S(=O)(=O)c3ccc(F)cc3)CC2)c1	-4	-0.4	9	-9	/	-1.0	/	7	4	i
COc1ccc(-n2ncc3c2CC(C)(C)CC3NC(=O)CCN2CCCCC2=O)cc1 (centres undefined)	8	-2.7	-24	-6	7	0.4	2	-2	-1	-0.6
COc1ccc(OC)c(NC(=O)CSc2nnc(-c3ccco3)o2)c1	-3	-1.0	-3	-7	3	1.4	14	1	-3	0.6
CCc1sc(C(=O)Nc2ccc3c(c2)OCO3)cc1C	18	2.9	5	6	/	-0.1	/	3	2	-0.4
CCC(C)[C@H](N)c1cn([C@@H](Cc2ccc(O)cc2)C(=O)N2CCNCC2)nn1 (some centres undefined)	9	0.2	-1	-1	2	0.1	0	9	1	-0.5
Cn1c2ccccc2c2cc(C(=O)NNS(=O)(=O)c3ccc(F)cc3)sc21	-9	-0.6	5	3	0	-0.8	5	34*	23	i
COc1cc(CC(=O)OCC(=O)c2c[nH]c3ccccc23)cc(OC)c1OC	2	0.3	0	1	/	1.7	/	4	0	-2.1
O=C(CCNC(=O)Cn1ccc2ccccc2c1=O)NCc1ccccn1	-5	2.8	12	0	3	/	11	-3	6	i
O=C(N/N=C1\CC(c2ccccc2)Oc2ccccc21)c1ccc(O)cc1 (centres undefined)	-13	5.4	1	/	7	2.2	11	13	-1	-0.3
COc1c(C(=O)NNC(=O)c2ccccc2)csc1Br	-6	3.9	-10	-8	1	/	-15	-3	-1	0.6
COc1ccc(C2NC(=S)NC(O)(C(F)(F)F)C2C(=O)c2cccs2)cc1 (centres undefined)	7	-1.5	-7	-4	-1	/	-8	5	3	-1.4
Cc1ccccc1N(CC(=O)NC(C)(C)C)C(=O)CS(=O)CC(=O)Nc1ccc2c(c1)OCO2 (centres undefined)	3	0.8	-11	3	3	/	0	-8	9	0.3
O=C(CCCc1ccccc1)NCc1ccc(F)cc1	4	1.7	-2	-1	1	/	-11	-2	-2	-0.4
O=C(NCN1CCOCC1)c1cnccn1	-2	-1.6	-3	-24	2	-1.7	-19	0	0	i
CN(c1ccccc1C(=O)Nc1cccnc1)S(C)(=O)=O	12	-1.9	12	-10	2	-0.1	-28	11	-1	-0.3
Cn1c(=O)n(C)c2cc(/C=N/NC(N)=S)ccc21	-12	0.3	1	/	0	2.4	4	27	0	-2.8
CC(C(=O)NC1(C#N)CCCCC1)N(C)CC(=O)Nc1ccc(Cl)c(Cl)c1 (centres undefined)	7	1.0	3	-9	/	1.1	/	7	-1	-0.4
CC(=O)Nc1ccc2c(c1)Cc1ccc(Cl)cc1-2	/	/	-13	1	/	-1.6	/	0	0	i
O=C1C[C@@H]2c3c(cccc3CN1Cc1ccccc1Br)C[C@@H](O)[C@H]2O	/	/	2	-15	/	-0.3	/	-2	-2	2.4
COC(=O)c1cc2occc2n1Cc1cccc(C)c1	-7	2.3	-4	-35	-1	0.1	-10	3	1	0.2
CC(C)NC(=S)N1CCN(S(=O)(=O)c2cccc(C(F)(F)F)c2)CC1	0	0.8	-5	-11	0	/	-6	6	-2	-0.4
CCC1(c2ccc(F)cc2)NC(=O)N(CC(=O)Nc2ccccc2Cl)C1=O (centres undefined)	5	0.9	4	0	5	0.3	31	-10	-3	0.6
C=CCn1c(SCC(=O)c2c(N)n(C)c(=O)n(C)c2=O)nc2sc(C)c(C)c2c1=O	0	-5.9	-5	1	-1	-2.2	10	5	4	-0.6
O=C(Nc1ccc(Cl)cn1)c1ccccc1-c1ccccc1	/	/	8	/	/	-0.5	/	2	-2	i
O=C1N=C(N2CCN(c3ccccc3)CC2)S/C1=C\c1cn[nH]c1-c1ccccc1	-6	1.5	-8	-5	4	/	2	27	1	1.6
CCN(N=O)c1ccc(C=C2C=Cc3ccccc32)cc1	/	/	2	18	/	/	/	-2	-4	i
COc1ccc(CN2CC(=O)N(c3ccc(C)cc3)C2=S)cc1OC	-8	0.5	0	7	1	-3.2	-9	2	5	-0.7
CCOC(=O)CC1COc2ccccc2N1C(=O)c1ccc(F)cc1 (centres undefined)	2	-0.1	5	-4	3	1.9	13	-7	4	i
CCOc1ccc(NC(=O)CN(C)C(=O)c2cccnc2Sc2ccc(C)c(C)c2)cc1OCC	-16	0.7	4	-1	0	-0.5	23	14	-2	i
O=C(CCCN1C(=O)c2ccccc2C1=O)Nc1ccccc1C(=O)N1CCOCC1	4	-1.7	0	-11	0	0.8	17	8	1	i
COc1ccc(CCn2c(S)nc3ccccc3c2=O)cc1	-16	-2.5	-10	6	3	0.4	14	-3	1	-1.8
O=[N+]([O-])c1ccc(Cl)c(S(=O)(=O)Nc2cccc(-c3ccc(N4CCOCC4)nn3)c2)c1	7	0.9	-2	0	/	1.0	/	8	-1	5.6
CCOC(=O)CNc1c(-c2ccc(Cl)cc2)nc2cnccn12	4	-1.2	-12	-13	-20	-0.9	10	20	68*	25*
CCOc1ccc(S(=O)(=O)N2CCCCC2)cc1NC(=O)C1CCCC1	/	/	5	/	/	-1.6	/	6	-2	i
CN1/C(=C/c2cccc[n+]2CCO)Sc2ccccc21	-5	-3.6	-32	-15	-1	-0.1	-3	13	-7	2.1
O=C(COc1ccccc1Cl)Nc1ccccc1C(=O)N1CCOCC1	12	-0.6	5	-7	-2	-1.8	4	0	1	-0.3
O=C(CSc1nc2ccccc2c(=O)n1NC(=O)Cc1ccccc1)NCc1ccco1	-3	0.5	-8	3	5	-0.8	-9	-10	0	-0.2
O=[N+]([O-])/C(=C\Nc1ccc(F)cc1F)S(=O)(=O)c1ccccc1	-9	2.1	4	7	-1	2.0	10	-8	1	0.8
C=CCSc1nc(C)c2cc(C)cc(C)c2n1	2	0.2	-3	-26	1	-0.9	23	-16	-11	i
Cc1ccc(C(=O)Nc2cccc(NC(=O)c3ccc(C)o3)n2)o1	-1	1.7	12	-2	3	3.7	-2	15	-4	-0.3
C[C@@H]1CC[C@@]2(OC1)O[C@H]1C[C@H]3[C@@H]4CC=C5C[C@@H](O)[C@H](O)C[C@]5(C)C4CC[C@]3(C)[C@H]1[C@@H]2C (some centres undefined)	-6	0.8	-3	-4	-2	-2.1	-5	2	7	-10
CCc1ccc(C(=O)OCC(=O)NCC(F)(F)F)cc1	0	-0.9	2	-12	2	/	4	4	4	3.5
O=[N+]([O-])c1cccc(N=Cc2ccccc2)c1	/	/	1	-9	/	-1.8	/	10	-2	-0.8
CCC(NC(=O)c1ccccc1NC(=O)c1ccccc1)C(=O)NNC(=O)c1cccnc1 (centres undefined)	7	0.6	0	-4	-4	/	-3	6	-1	-1.4
Cc1ccc(-c2cc(-c3ccc4c(c3)OCO4)c(C#N)c(N)n2)o1	-11	2.4	18	11	1	-1.8	26	5	22	i
O=C(O)c1ccc(/C=N\Nc2ccccn2)cc1	3	1.7	9	/	/	/	/	54*	-3	-0.9
CCOc1cccc(C(=O)Nc2cccc(C(=O)NC(C)(C)C)c2)c1	-1	2.1	3	-11	4	/	2	3	-1	-0.3
O=C(Nc1cccc(NC(=O)c2ccc(-c3cccc(Br)c3)o2)c1)c1ccco1	-220	1.1	-15	12	5	-1.9	40	9	-2	i
Cc1nc2ccccc2c(=O)n1NC(=O)c1cccc(Cl)c1	-6	-2.8	11	-1	-7	-1.7	42	7	-3	i
Cn1c(SCC(=O)NCc2ccc3c(c2)OCO3)nnc1C1COc2ccccc2O1 (centres undefined)	-2	-0.4	10	-22	1	-1.3	10	10	-1	-4.5
CCOCCc1nnc(NC(=O)c2cccc(F)c2)s1	-1	0.8	-2	-16	-4	-0.4	32	3	1	-0.3
Cc1cccc(NC(=O)c2ccccc2OCC(=O)c2ccccc2)c1	-34	-0.2	3	-18	2	-0.4	-10	12	-1	-2.5
C/C(CC(=O)N1CCCC1)=N\NC(=O)c1cc2ccccc2cc1O	11	2.3	9	/	-3	/	13	10	0	3.7

In the list so far, these contain an aryl thioether with sulfur outside any ring.
SMILES	Rv3671c inh	Mtb UGM inh	MazF activator	PriA SSB inh	3CLpro inhibitor	BioA inh	VHR inh abs	GDH-TPI counter	FBA Mtb inh	BH1578 lux ind
CC(C)CN(C(=O)CSc1nnc(C2CC2)n1-c1ccccc1)C1CCS(=O)(=O)C1 (centres undefined)	-1	-1.1	9	-1	/	0.3	/	1	-2	-5.7
COc1ccc(OC)c(NC(=O)CSc2nnc(-c3ccco3)o2)c1	-3	-1.0	-3	-7	3	1.4	14	1	-3	0.6
C=CCn1c(SCC(=O)c2c(N)n(C)c(=O)n(C)c2=O)nc2sc(C)c(C)c2c1=O	0	-5.9	-5	1	-1	-2.2	10	5	4	-0.6
CCOc1ccc(NC(=O)CN(C)C(=O)c2cccnc2Sc2ccc(C)c(C)c2)cc1OCC	-16	0.7	4	-1	0	-0.5	23	14	-2	i
O=C(CSc1nc2ccccc2c(=O)n1NC(=O)Cc1ccccc1)NCc1ccco1	-3	0.5	-8	3	5	-0.8	-9	-10	0	-0.2
C=CCSc1nc(C)c2cc(C)cc(C)c2n1	2	0.2	-3	-26	1	-0.9	23	-16	-11	i
Cn1c(SCC(=O)NCc2ccc3c(c2)OCO3)nnc1C1COc2ccccc2O1 (centres undefined)	-2	-0.4	10	-22	1	-1.3	10	10	-1	-4.5

Not all compounds are listed (hit frequency here may not be typical).
